High-throughput results deposited in PubChem BioAssay by Vanderbilt University.
GIRK2 activator – Activates human GIRK2-containing potassium channels; AID 1259324; P48051; activation (% efficacy), % for hits at 37.5 µM; HEK293 GIRK2/NPY4 cells, thallium flux fluorescence; 34,000 tested, under 10 active;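 active means primary screen hit, no activity in plain HEK293 cells, and in GIRK2-only cells above 5% efficacy rising with concentration; inactive means the rest, including fluorescent compounds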;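 further: efficacy is normalized control-subtracted fluorescence 15 s after thallium addition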
Target sequence (P48051 whole entry, looked up): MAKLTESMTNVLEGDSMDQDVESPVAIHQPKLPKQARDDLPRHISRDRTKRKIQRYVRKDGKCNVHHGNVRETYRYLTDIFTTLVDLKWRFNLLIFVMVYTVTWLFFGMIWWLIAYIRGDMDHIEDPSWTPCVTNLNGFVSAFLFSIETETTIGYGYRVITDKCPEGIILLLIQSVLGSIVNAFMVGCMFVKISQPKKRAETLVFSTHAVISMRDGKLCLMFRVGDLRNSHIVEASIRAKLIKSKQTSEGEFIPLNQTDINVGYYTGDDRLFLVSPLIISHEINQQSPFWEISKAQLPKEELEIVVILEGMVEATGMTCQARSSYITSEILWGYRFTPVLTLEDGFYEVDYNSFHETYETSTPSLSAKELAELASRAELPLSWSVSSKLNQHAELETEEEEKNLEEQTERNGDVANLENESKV
Calls only; i = inactive. A portion of the library; rates above refer to the full screens.

Preview, six compounds:
No.	SMILES	GIRK2 activator
1	CC(C)Oc1ccc(C(=O)NNC(=O)c2ccc(=O)n(Cc3ccccc3)c2)cc1	i
2	O=S(=O)(NCCCN1CCOCC1)c1ccc(Cl)c(Cl)c1	i
3	COc1ccc(OC)c(NC(=O)C(=O)NCC(c2ccco2)N(C)C)c1 (stereo not given)	i
4	CCCc1ccc(S(=O)(=O)NCCN2CCOC(c3ccccc3)C2)cc1 (stereo not given)	i
5	NC(=O)CSc1ccc(-n2cnc(-c3ccc(Cl)cc3)c2)nn1	i
6	O=S(=O)(NCC(O)(c1cccs1)C1CC1)c1ccc2c(c1)OCCO2 (stereo not given)	i

This part in full, from the first entry:
No.	SMILES	GIRK2 activator
1	CC(C)Oc1ccc(C(=O)NNC(=O)c2ccc(=O)n(Cc3ccccc3)c2)cc1	i
2	O=S(=O)(NCCCN1CCOCC1)c1ccc(Cl)c(Cl)c1	i
3	COc1ccc(OC)c(NC(=O)C(=O)NCC(c2ccco2)N(C)C)c1 (stereo not given)	i
4	CCCc1ccc(S(=O)(=O)NCCN2CCOC(c3ccccc3)C2)cc1 (stereo not given)	i
5	NC(=O)CSc1ccc(-n2cnc(-c3ccc(Cl)cc3)c2)nn1	i
6	O=S(=O)(NCC(O)(c1cccs1)C1CC1)c1ccc2c(c1)OCCO2 (stereo not given)	i
7	O=C(COc1ccc(F)cc1)N1CCN(c2ccc3nnc(C4CC4)n3n2)CC1	i
8	Cc1nc(-c2ccc(S(=O)(=O)NCCNc3cc(-n4cccn4)ncn3)s2)cs1	i
9	Nc1c(C(=O)NC2CCCCC2)cnc2nc3ccccc3n12	i
10	CCCN1CCCc2cc(CCNS(=O)(=O)CC(C)C)ccc21	i
11	CC(O)(CNC(=O)c1nc2ccccc2s1)c1ccc2c(c1)OCO2 (stereo not given)	i
12	O=C(/C=C/c1ccco1)N1CCN(c2ccc(Nc3cccnc3)nn2)CC1	i
13	COc1cc(-c2ccc(SCC(=O)Nc3ccc(C(C)=O)cc3)nn2)cc(OC)c1OC	i
14	COc1cc(-c2nnc(NC(=O)c3ccno3)o2)cc(OC)c1OC	i
15	O=c1c2cn[nH]c2nc(SCc2nc(-c3ccc(Cl)cc3)no2)n1-c1ccccc1	i
16	COc1ccc(CC(=O)NCC2(O)CCOCC2)cc1OC	i
17	CC(=O)N1CC(C(=O)Nc2ccc(Br)c(C)c2)C1	i
18	COc1cc(-c2ccc(=O)n(CC(=O)Nc3cccc(C(F)(F)F)c3)n2)cc(OC)c1OC	i
19	O=C(Nn1cnc2c(cnn2-c2ccccc2)c1=O)C1(c2ccc(Cl)cc2)CCCC1	i
20	O=C(NCCn1ncc2c(N3CCOCC3)ncnc21)C12CC3CC(CC(C3)C1)C2	i
21	Cn1c(=O)c2cc(C(=O)NC3CCCCCC3)sc2n(C)c1=O	i
22	Cc1cc(-c2nnc(NC(=O)Cc3ccc(S(C)(=O)=O)cc3)o2)n(C)n1	i
23	NC(=O)c1oc2ccccc2c1NC(=O)CCCS(=O)(=O)c1ccccc1	i
24	COc1ccc(OC)c(N(C(=O)C(F)(F)F)C2C=CS(=O)(=O)C2)c1 (stereo not given)	i
25	O=C(Cc1cccc2ccccc12)Nc1ccc(CC(=O)N2CCC(O)CC2)cc1	i
26	CCn1nc(C)c(/C=N\NC(=O)C(C)(C)Oc2ccc(Cl)cc2)c1C	i
27	O=C(NCCCn1ccnc1)C(=O)Nc1ccc2c(c1)OCO2	i
28	NS(=O)(=O)c1ccc(NC(=O)c2nc(-c3cnccn3)no2)cc1	i
29	O=C(NNC(=O)c1cc2ccccc2oc1=O)c1ccc(=O)n(Cc2ccccc2)c1	i
30	O=S(=O)(Cc1ccc(C(F)(F)F)cc1)NCCN1CCC(c2cccs2)CC1	i
31	COc1ccc(C2(CNS(=O)(=O)Cc3ccc(F)cc3)CCCC2)cc1	i
32	CCC(CC)C(=O)NCCCn1nc(-c2ccncc2)ccc1=O	i
33	COc1cccc(C(=O)CSc2cc(N3CCOCC3)ncn2)c1	i
34	O=C(NCC1CCN(C(=O)/C=C/c2ccco2)CC1)c1ccc(C(F)(F)F)cc1	i
35	COc1ccc(S(=O)(=O)CC(=O)N2CCN(c3nc4c(F)cc(F)cc4s3)CC2)cc1	i
36	COCCNC(=O)c1ccc2c(=O)n(Cc3ccccc3Cl)c(=S)[nH]c2c1	i
37	Cc1ccnc(NC(=O)c2ccc(=O)n(Cc3cccc([N+](=O)[O-])c3)c2)c1	i
38	O=C(CSC1CCCC1)N1CCN(c2ccc(-c3ccco3)nn2)CC1	i
39	COc1ccc(Cl)cc1C(=O)NCCn1nc(-c2ccncc2)ccc1=O	i
40	CC(=O)N1CCN(C(=O)C(=O)Nc2c3c(nn2C(C)(C)C)CSC3)CC1	i
41	CC(C)c1ccc(NC(=O)Cn2nc(C(=O)Nc3ccccc3)ccc2=O)cc1	i
42	COC(=O)Nc1nc(CC(=O)N2CCc3ccccc32)cs1	i
43	COc1ccc(S(=O)(=O)CC(=O)N(CCCN2CCOCC2)c2nc3ccccc3s2)cc1	i
44	Cc1ccsc1C(O)CNS(=O)(=O)c1ccc(OCC(C)C)cc1 (stereo not given)	i
45	N#C/C(=C\N1CCN(c2cccc(Cl)c2)CC1)C(=O)NCc1ccco1	i
46	Cc1ccc(S(=O)(=O)c2[nH]c(-c3ccccc3)nc2SCC(=O)c2ccncc2)cc1	i
47	CN(C)C(CNC(=O)C(=O)Nc1ccon1)c1ccc(F)cc1 (stereo not given)	i
48	COC(=O)c1ccc2c(=O)n(Cc3cccc(OC)c3)c(=S)[nH]c2c1	i
49	Cc1ccc(C)c2sc(N3CCN(C(=O)c4cccc(S(=O)(=O)C(C)C)c4)CC3)nc12	i
50	COc1ccccc1-c1noc(C2CN(S(=O)(=O)N(C)C)C2)n1	i
51	Cc1ccc(NC(=O)CC(C)n2cncn2)cc1 (stereo not given)	i
52	O=C(c1cccs1)N(CCN1CCOCC1)c1nc2c(F)cccc2s1	i
53	O=C(Cc1cc(-c2cc3ccccc3o2)on1)Nc1ccc(C(F)(F)F)cc1	i
54	COc1cccc(-c2cn(CC(=O)NCc3ccccc3)nc2N2CCOCC2)c1	i
55	COc1ccccc1-c1cc(C(=O)N2Cc3nn(C(C)(C)C)c(-n4cccc4)c3C2)[nH]n1	i
56	Cc1cccn2c(=O)c(/C=N\O)c(NCCO)nc12	i
57	Cc1cc(C)cc(NC(=O)C2CCN(c3nc4nc[nH]c(=O)c4s3)CC2)c1	i
58	O=C(Nc1ccc([N+](=O)[O-])cc1)C1CCCN(c2ccc(-c3ccccc3)nn2)C1 (stereo not given)	i
59	COCCNC(=O)COc1ccc(Br)cc1C(C)(C)C	i
60	C=CCOCC(O)CN1CCN(c2ccccc2OC)CC1 (stereo not given)	i

The list continues:
No.	SMILES	GIRK2 activator
61	COC(=O)N1CCC(CNS(=O)(=O)c2ccccc2)CC1	i
62	Cc1nnc2ccc(N3CCN(C(=O)CSc4nc5ccccc5s4)CC3)nn12	i
63	COc1ccc2nc(-c3ccc(C)c(NC(=O)C(C)Oc4ccc5c(c4)OCO5)c3)cn2n1 (stereo not given)	i
64	CCCNC(=O)CCCn1c(=S)[nH]c2cc(C(=O)OC)ccc2c1=O	i
65	Cc1cc(C(=O)Nc2nc(-c3ccc(F)cc3)cs2)on1	i
66	Cn1nc(NC(=O)/C=C\c2ccc3c(c2)OCO3)c2c1NC(=O)CC2c1cccs1 (stereo not given)	i
67	CCn1ccc(C(=O)Nc2c3c(nn2C)CCC3)n1	i
68	CSc1ccccc1NC(=O)C(=O)NCCc1csc2nc(-c3cccs3)nn12	i
69	CCCOc1ccc(S(=O)(=O)NCC(O)(c2ccccc2)C(F)(F)F)cc1 (stereo not given)	i
70	O=C(NCCN1CCN(c2ccccc2F)CC1)C(=O)Nc1ccc(F)cc1	i
71	COc1ccccc1C1(CNC(=O)c2ccc(S(=O)(=O)N3CCCC3)cc2)CCOCC1	i
72	Cc1ccc(-c2cn(CC(=O)NCCC(C)C)nc2N2CCOCC2)cc1	i

Looked up by compound from the entries so far (5):
No.	SMILES	GIRK2 activator
65	Cc1cc(C(=O)Nc2nc(-c3ccc(F)cc3)cs2)on1	i
69	CCCOc1ccc(S(=O)(=O)NCC(O)(c2ccccc2)C(F)(F)F)cc1 (stereo not given)	i
64	CCCNC(=O)CCCn1c(=S)[nH]c2cc(C(=O)OC)ccc2c1=O	i
68	CSc1ccccc1NC(=O)C(=O)NCCc1csc2nc(-c3cccs3)nn12	i
67	CCn1ccc(C(=O)Nc2c3c(nn2C)CCC3)n1	i

Remaining list, next part.
No.	SMILES	GIRK2 activator
73	O=C(NCC1COC2(CCCCC2)O1)c1ccc(Cl)cc1Cl (stereo not given)	i
74	COc1ccc(CCNC(=O)Cn2ncn3nc4c(c3c2=O)CCCC4)cc1OC	i
75	COCCn1nnn(-c2ccc(NS(=O)(=O)c3cc(C)ccc3OC)cc2)c1=O	i
76	NC(=O)c1ccccc1NC(=O)CCCn1cnc(-c2ccc(F)cc2)cc1=O	i
77	O=C(NCC(O)c1ccsc1)Nc1ccc(C(F)(F)F)cc1 (stereo not given)	i
78	Cc1ccc(S(=O)(=O)N(C)CC(N)=O)cc1	i
79	O=C(Cc1cc(-c2ccc3c(c2)OCCO3)on1)N1CCN(C(=O)c2ccco2)CC1	i
80	COCC(C)NC(=O)C(=O)Nc1c2c(nn1-c1ccccc1)CS(=O)(=O)C2 (stereo not given)	i
81	CC(=O)Nc1ccc(NC(=O)C(=O)NCC2CCN(C)CC2)cc1	i
82	O=C(c1cccs1)N1CC(C(=O)N2CCC(O)CC2)C1	i
83	COc1ccc(Cl)cc1NC(=O)N1CCC(c2cccs2)CC1	i
84	Cc1cc(NC(=O)CC(c2ccccc2)c2ccccc2)n(C2CCS(=O)(=O)C2)n1 (stereo not given)	i
85	Cc1cnc2c(c1SCC(=O)N1CCOCC1)c(=O)n(C)c(=O)n2C	i
86	c1ccc2[nH]c(C3CCCCC3)nc2c1	i
87	O=C(CCCS(=O)(=O)c1ccccc1)Nc1nc(-c2ccc3c(c2)OCO3)cs1	i
88	CC(=O)N1N=C(c2cccc(NS(C)(=O)=O)c2)CC1c1cn(-c2ccccc2)nc1-c1ccccc1 (stereo not given)	i
89	CC(=O)Nc1nn(C)c2c1C(c1ccccc1)CC(=O)N2 (stereo not given)	i
90	COc1ccccc1NC(=O)Nc1c(C)nc2ccc(C)cn2c1=O	i
91	COc1ccc(S(=O)(=O)c2cnc(SCC(=O)Nc3ccccc3OC)[nH]c2=O)cc1	i
92	O=C(Cc1cc(-c2cc3ccccc3o2)on1)NCCCc1ccccc1	i
93	CCC(C)NC(=O)C(=O)Nc1c2c(nn1-c1ccc(Cl)cc1)CSC2 (stereo not given)	i
94	CCNc1cc(C)nc(N2CCN(S(=O)(=O)c3ccccc3Cl)CC2)n1	i
95	Cc1cc(NCCN2CCOCC2)n2ncc(-c3ccccc3Cl)c2n1	i
96	O=C(c1cnn2ccccc12)N1CCN(C(=O)C2(c3cccs3)CCCC2)CC1	i
97	NC(=O)C1CCN(C(=O)Cc2cc(-c3ccc4c(c3)OCO4)on2)CC1	i
98	Cc1cc(C)n(CCN2CCN(S(=O)(=O)c3ccc4ccccc4c3)CC2)n1	i
99	CSc1ccc(-c2noc(CSc3nc4cc5c(cc4c(=O)n3C)OCO5)n2)cc1	i
100	CCc1nnc(NC(=O)CC23CC4CC(CC(C4)C2)C3)s1	i
101	Cn1nnc2c(=O)n(CC(=O)Nc3ccccc3C(F)(F)F)cnc21	i
102	Cc1ccc(OCCn2c(CN(C)C(=O)c3ccco3)nc3ccccc32)c(C)c1	i
103	Cc1cccc(CC(=O)NC2CCCC(O)C2)c1 (stereo not given)	i
104	O=C(Nc1nc2ccccc2[nH]1)C1CCCN(c2ccc(-n3cccn3)nn2)C1 (stereo not given)	i
105	O=C(COc1ccc(Cl)cc1Cl)N(CCc1ccccc1)Cc1ccccn1	i
106	O=C(NCc1n[nH]c(=O)c2ccccc12)c1cc2ccccc2[nH]1	i
107	CC(C)(CC(=O)NCc1ccc(F)cc1)CC1=NS(=O)(=O)c2ccccc2N1	i
108	CC(C)N1CCC(CNC(=O)Cc2ccc(F)cc2)CC1	i
109	CCOc1ccc(OCCNC(=O)c2ccc(C(F)(F)F)cc2)cc1	i
110	O=C1CC(NS(=O)(=O)c2cccc(F)c2)CN1 (stereo not given)	i
111	Cc1ccc(Oc2cccc(C(=O)NCCNc3ccc(Nc4cccnc4)nn3)c2)nn1	i
112	O=C(NCCC(O)c1cccs1)C1CCC1 (stereo not given)	i
113	CC(C)c1nnc(C2CCN(C(=O)Cn3cnc4ccccc43)CC2)o1	i
114	CCCNC(=O)Cn1cc(-c2nc(-c3ccc(Cl)cc3)no2)c(=O)c2ccc(C)nc21	i
115	Cc1cc(C)n(CCNC(=O)CC2CCCC2)n1	i
116	CS(=O)(=O)N1CCCc2cc(NC(=O)c3ccc(F)c(F)c3)ccc21	i
117	CN(C)S(=O)(=O)N1CC(c2nc(-c3cccc(C(F)(F)F)c3)no2)C1	i
118	COc1ccc(NC(=O)CN2CCN(c3nccn3-c3ccccc3F)CC2)c(OC)c1	i
119	COCCn1nnn(-c2ccc(NC(=O)Nc3cccs3)cc2)c1=O	i
120	Cc1cc(NC(=O)CSc2ccc(NC(=O)c3ccco3)nn2)on1	i
121	CN(Cc1ccccc1)S(=O)(=O)c1ccc(-c2nc(C#N)c(NCC3CCCO3)o2)cc1 (stereo not given)	i
122	COc1ccc(S(=O)(=O)Nc2ccc3c(c2)N(C(=O)c2ccco2)CC3)cc1	i
123	CCNC(=O)C1Cc2ccccc2N1C(=O)c1cc(=O)c2ccccc2o1 (stereo not given)	i
124	CCOc1ccc2ccccc2c1C(=O)N1CCC(c2cccs2)CC1	i
125	O=c1c2nnn(-c3ccccc3)c2ncn1Cc1nc(-c2ccc(Cl)cc2)no1	i
126	CCN(Cc1ccccc1)S(=O)(=O)c1cc2c3c(c1)CCC(=O)N3CCC2	i
127	COc1ccc(OC)c(Nc2nc(CC(=O)NCCc3ccccc3)cs2)c1	i
128	COC(=O)Nc1ccc(C)c(N2CCCCC2=O)c1	i
129	Cc1c(C)c(C)c(S(=O)(=O)NCC2CCN(C(=O)Nc3ccc(F)cc3)CC2)c(C)c1C	i
